Screens as filed in PubChem BioAssay.
mIDH1 inhibitor – qHTS for Inhibitors of mutant isocitrate dehydrogenase 1 (IDH1): qHTS; Isocitrate dehydrogenase [NADP] cytoplasmic (Homo sapiens), O75874; IDH1-R132H enzyme, NADPH consumption, diaphorase/resazurin fluorescence; Potency, µM (top dose mostly 76.6 µM), without a hit: at the top dose activity change, negative = inhibition, hits mostly inhibitors; 0.093% of 390,000 active; also: potency is read from the fitted curve at half-maximal effect; % is scaled to controls: 0 for no effect and ±100 for the full control effect; nearly all actives have a fitted effect of over 65% in size
Target sequence (O75874 whole entry R132H, stated change not applied): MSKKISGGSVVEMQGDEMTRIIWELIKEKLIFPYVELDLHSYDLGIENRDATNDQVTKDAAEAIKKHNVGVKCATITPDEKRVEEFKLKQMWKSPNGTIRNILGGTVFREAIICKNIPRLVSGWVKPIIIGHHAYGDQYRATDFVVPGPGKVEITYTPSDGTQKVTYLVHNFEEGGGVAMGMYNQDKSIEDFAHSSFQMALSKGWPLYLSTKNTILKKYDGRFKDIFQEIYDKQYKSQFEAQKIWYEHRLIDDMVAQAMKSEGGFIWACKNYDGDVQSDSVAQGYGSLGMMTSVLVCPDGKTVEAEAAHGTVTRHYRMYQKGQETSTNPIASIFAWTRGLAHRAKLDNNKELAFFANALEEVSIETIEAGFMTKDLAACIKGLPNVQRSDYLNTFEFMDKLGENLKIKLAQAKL
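IDH1-R132H (0.5 ug/mL) preincubated 30 min with compound, then NADPH (0.016 mM) and alpha-KG (2 mM) added; 80 min at RT, pH 7.5. Remaining NADPH coupled via diaphorase/resazurin to fluorescence (540/590 nm); concentration-response curves normalized to no-enzyme control.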
USP1-UAF1 inh – Inhibitors of USP1/UAF1: Primary Screen; Ubiquitin carboxyl-terminal hydrolase 1 (Homo sapiens), O94782; recombinant USP1/UAF1, Ub-Rhodamine cleavage fluorescence; Potency, µM (series often up to 57.1 µM), without a hit: at the top dose activity change, negative = inhibition, usual class: inhibitors; 0.23% of 390,000 active; AID 743255, 2014; also: potency is read from the fitted curve at half-maximal effect; % is scaled to controls: 0 for no effect and ±100 for the full control effect; nearly all actives have a fitted effect of over 60% in size; inactives centre near -12
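High-throughput fluorogenic screen: 1nM USP1/UAF1 complex, Ub-Rho substrate 150nM final, 50mM HEPES pH 7.8 with 0.5mM EDTA, 0.1 mg/ml BSA, 1mM TCEP and 0.01% Tween-20.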
TrxR1 inh – qHTS Assay for Inhibitors of Mammalian Selenoprotein Thioredoxin Reductase 1 (TrxR1): qHTS; 1% of 390,000 active; AID 588453, 2011; recombinant rTrxR1, NADPH fluorescence consumption, selenite substrate; Thioredoxin reductase 1, cytoplasmic (Rattus norvegicus), O89049; Potency, µM (series often up to 114 µM), without a hit: at the highest dose activity change, negative = inhibition, most hits filed as inhibitors; also: potency is read from the fitted curve at half-maximal effect; % is scaled to controls: 0 for no effect and ±100 for the full control effect; nearly all actives have a fitted effect of over 65% in size
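Rat TrxR1 (90 nM in the dispensed reagent) was pre-reduced with 400 uM NADPH for 5 min at room temperature, then incubated with compound for 15 min. After 400 uM selenite was added, NADPH fluorescence (Ex 340/Em 450 nm) was followed for 8 min.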
TRHR ag – qHTS for Small Molecule Agonists and Allosteric Enhancers of Human TRH Receptor: Primary Screen for Agonists; Thyrotropin-releasing hormone receptor (Homo sapiens), P34981; TRHR cells, calcium flux fluo-8, FDSS agonist mode; activation, % at 2 µM; 0.18% of 360,000 active; AID 493084, 2011; in the data active = activation above about 30%; also: 0% is about no effect
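TRHR-expressing cells loaded with fluo-8 calcium dye; 23 nL library compound pin-transferred, kinetic FDSS fluorescence (Ex 480/Em 530) recorded about 180 s for agonist-induced calcium release, before a 10 nM TRH EC20 addition for potentiator mode.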
TrxR1 substrate – qHTS Assay for Substrates of Mammalian Selenoprotein Thioredoxin Reductase 1 (TrxR1): qHTS. Thioredoxin reductase 1, cytoplasmic (Rattus norvegicus), O89049. purified TrxR1 substrate turnover, NADPH consumption readout. Potency, µM (top dose mostly 114 µM), for the others: top-dose activity change, negative = substrate turnover. 0.01% of 390,000 active. AID 588456, 2011; also: potency is read from the fitted curve at half-maximal effect; % is scaled to controls: 0 for no effect and ±100 for the full control effect; nearly all actives have a fitted effect of over 50% in size
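Rat TrxR1, dispensed at 90 nM, was prereduced with 400 uM NADPH (final) for 5 min at ~22 deg C, then incubated with compound 15 min before 400 uM selenite. A first-read NADPH fluorescence drop versus no-compound background flagged substrates.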
PI4K2A block – qHTS for small molecular inhibitors of PI4K2A. 0.13% of 420,000 active. purified PI4K2A, ADP-Glo luminescence, 1 h; hits give low values. Phosphatidylinositol 4-kinase type 2-alpha (Homo sapiens), Q9BTU6. activity change, negative = inhibition, % at 76.9 µM; in the data active = activity change below about -50%; inconclusive = mostly about -30% to -49%;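 also: -100% = wells without enzyme as full effect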
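In this quantitative HTS, ADP production by PI4K2A was quantified luminescently after 1 h at ambient temperature; 100 microM adenosine served as plate-quality control.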
TRHR enhancer – qHTS for Small Molecule Agonists and Allosteric Enhancers of Human TRH Receptor: Primary Screen for Enhancers. Thyrotropin-releasing hormone receptor (Homo sapiens), P34981. TRHR cells, fluo-8 calcium fluorescence, EC20 TRH enhancement. enhancement, % at 2 µM. 0.66% of 360,000 active; in the data active = enhancement above about 30%; also: 0% is about no effect
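TRHR-expressing cells loaded with fluo-8 calcium dye were read kinetically (ex 480/em 530) during compound addition, then stimulated with an EC20 of TRH (10 nM final). Enhancement of the Gq-mediated intracellular calcium response was scored.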
D2 ag – HTS Assay for Allosteric Agonists of the Human D2 Dopamine Receptor: Primary Screen for Agonists; activation, % at 2 µM; 0.53% of 340,000 active; HEK293 T-REx D2 cells, calcium flux agonist mode; D(2) dopamine receptor (Homo sapiens), P14416;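 active = activation over 3 SD above normal in the single-dose calcium agonist read, cut at about 30% in these data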; also: 0% is about no effect
Target sequence (P14416 whole entry, looked up): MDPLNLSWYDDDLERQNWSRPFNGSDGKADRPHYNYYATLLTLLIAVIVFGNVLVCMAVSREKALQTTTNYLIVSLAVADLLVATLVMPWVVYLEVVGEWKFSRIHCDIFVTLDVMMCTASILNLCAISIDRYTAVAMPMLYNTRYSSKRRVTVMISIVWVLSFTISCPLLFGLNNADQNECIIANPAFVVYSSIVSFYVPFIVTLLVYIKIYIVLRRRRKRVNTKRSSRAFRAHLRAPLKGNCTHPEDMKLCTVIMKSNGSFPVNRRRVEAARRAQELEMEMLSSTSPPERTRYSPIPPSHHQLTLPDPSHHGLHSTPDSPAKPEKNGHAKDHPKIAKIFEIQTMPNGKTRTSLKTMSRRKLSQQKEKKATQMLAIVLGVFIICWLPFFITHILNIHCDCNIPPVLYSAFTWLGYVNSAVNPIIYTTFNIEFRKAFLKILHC
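HEK293 Trex D2 cells, tetracycline-induced, o/n 30 C 5% CO2; no-wash Ca dye, RT 30–90 min; 10-cycle baseline, 23 nl cpd added, kinetic Ca read 180 s; agonist hits = positive Ca response.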
D2 antagonist – HTS Assay for Allosteric Antagonists of the Human D2 Dopamine Receptor: Primary Screen for Antagonists; D(2) dopamine receptor (Homo sapiens), P14416; HEK293 TREx D2 cells, calcium flux, dopamine EC80; inhibition, % at 10 µM; 2% of 340,000 active; AID 485344, 2010; in the data active = inhibition above about 30%; also: 0% is about no effect
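Compounds are added to dye-loaded, induced HEK293 T-REx cells coupled to calcium release via D2; after a 3 min kinetic read an EC80 dopamine stimulus is given and fluorescence is recorded for 3 more min.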
The depositor's hits bear a star; & = joins results of further samples; [ ] = dose if it differs, or a comment. Unless noted, calls follow the shape of the dose curve; as a rule, active = well fitted inhibition curve with a large enough effect; inconclusive = small, poorly fitted or top-dose-only effect; inactive = no such curve, though single readings can be large or run the other way.

Fc1ccccc1-c1nc(-c2cnccc2C(F)(F)F)no1 was read as mIDH1 inhibitor 4%, USP1-UAF1 inh -23%, TrxR1 inh 18%, TRHR ag 0.2, TrxR1 substrate 2%, PI4K2A block 0, TRHR enhancer -5, D2 ag 0.0 and D2 antagonist 15.
Screening CCN(Cc1ccncc1)Cc1nc(CC2CC2)no1 returned mIDH1 inhibitor -9%, USP1-UAF1 inh -17%, TrxR1 inh 5%[57.1 µM], TRHR ag -1.3, TrxR1 substrate 4%[57.1 µM], PI4K2A block -2, TRHR enhancer -12, D2 ag -0.6 and D2 antagonist 6.
COC(=O)c1ccccc1NC(=O)CCCN1C(=O)C(c2ccccc2)Oc2cccnc21 (stereo not given) was read as mIDH1 inhibitor 0%&0%, USP1-UAF1 inh inconclusive, TrxR1 inh 35%&28%, TRHR ag -0.7&-0.5, TrxR1 substrate 9%&-3%, PI4K2A block 0&-15, TRHR enhancer -5&-1, D2 ag -1.8&-0.4 and D2 antagonist 14.
`Cc1c(C(=O)Nc2ccccc2)c2ccc(C(F)(F)F)cc2n1O` gave mIDH1 inhibitor 10%, USP1-UAF1 inh -8%, TrxR1 inh 19%[57.1 µM], TrxR1 substrate 2%[57.1 µM] and PI4K2A block 2.
For COc1ccccc1N1CCN(S(=O)(=O)c2ccc(-c3coc(C)n3)cc2)CC1 the results were mIDH1 inhibitor -16%, USP1-UAF1 inh -19%, TrxR1 inh 9%[57.1 µM], TRHR ag 0.3, TrxR1 substrate -1%[57.1 µM], PI4K2A block 4, TRHR enhancer -4 and D2 ag 0.8.
`CC(C)Oc1ccc(CNC(=O)c2ccc(NC(=O)N3CC(C)Sc4ccccc43)cc2)cc1` (stereo not given) gave mIDH1 inhibitor -10%, USP1-UAF1 inh -20%, TrxR1 inh 16%, TRHR ag -1.0, TrxR1 substrate 1%, PI4K2A block -2, TRHR enhancer 7 and D2 ag 0.5.
Screening C=C(C)Cn1c(CCNC(=O)C(C)(C)C)nc2ccccc21 returned mIDH1 inhibitor 6%, USP1-UAF1 inh -13%, TrxR1 inh 21%, TRHR ag -0.6, TrxR1 substrate 7%, PI4K2A block 1, TRHR enhancer 4, D2 ag -0.2 and D2 antagonist -7.
Screening CCOc1ccc(N(CC(=O)NCCc2ccc(F)cc2)S(=O)(=O)c2ccccc2)cc1 returned mIDH1 inhibitor 5%, USP1-UAF1 inh -19%, TrxR1 inh 1%[57.1 µM], TRHR ag 0.4, TrxR1 substrate -8%[57.1 µM], PI4K2A block -3, TRHR enhancer -4, D2 ag -0.2 and D2 antagonist 0.
Screening O=C(Cn1ccc2cc(S(=O)(=O)N3CCCCC3)ccc21)NCCc1ccccc1Cl returned mIDH1 inhibitor 2%, USP1-UAF1 inh -9%, TrxR1 inh 28%, TRHR ag 0.2, TrxR1 substrate -2%, PI4K2A block 0, TRHR enhancer -9 and D2 ag 1.2.
Screening Cc1ccccc1C(=O)N/N=C/c1ccc(Sc2ccccn2)o1 returned mIDH1 inhibitor 10%, USP1-UAF1 inh 4%, TrxR1 inh inconclusive, TRHR ag -0.4, TrxR1 substrate -15%, PI4K2A block 5, TRHR enhancer 0, D2 ag -0.2 and D2 antagonist 8.

Reprinted from the entries so far, 2 compounds:
Fc1ccccc1-c1nc(-c2cnccc2C(F)(F)F)no1 was read as mIDH1 inhibitor 4%, USP1-UAF1 inh -23%, TrxR1 inh 18%, TRHR ag 0.2, TrxR1 substrate 2%, PI4K2A block 0, TRHR enhancer -5, D2 ag 0.0 and D2 antagonist 15.
Screening CCN(Cc1ccncc1)Cc1nc(CC2CC2)no1 returned mIDH1 inhibitor -9%, USP1-UAF1 inh -17%, TrxR1 inh 5%[57.1 µM], TRHR ag -1.3, TrxR1 substrate 4%[57.1 µM], PI4K2A block -2, TRHR enhancer -12, D2 ag -0.6 and D2 antagonist 6.

Later entries
O=C(Cn1c(-c2cscn2)nc2ccccc21)Nc1ccc(Cl)cc1 was read as mIDH1 inhibitor 1%, USP1-UAF1 inh 3%, TrxR1 inh -7%, TRHR ag 1.2, TrxR1 substrate -4%, PI4K2A block -7 and TRHR enhancer -3.
Screening Cc1sc2ncnc(N3CCN(S(=O)(=O)c4ccccc4)CC3)c2c1C returned mIDH1 inhibitor 6%, USP1-UAF1 inh -7%, TrxR1 inh -2%, TRHR ag -0.1, TrxR1 substrate -11%, PI4K2A block 3, TRHR enhancer 2, D2 ag 0.0 and D2 antagonist 15.
COC(=O)[C@@H]1CCCN1C(=O)CCc1nnc(CCc2c[nH]c3ccccc23)o1 was read as mIDH1 inhibitor 1%, USP1-UAF1 inh -18%, TrxR1 inh 9%[57.1 µM], TRHR ag 0.7, TrxR1 substrate 6%[57.1 µM], PI4K2A block -3, TRHR enhancer -6, D2 ag 0.9 and D2 antagonist -2.
`CC1Cc2ccccc2N1S(=O)(=O)c1cccc(C(=O)N2CCN(c3ncccn3)CC2)c1` (stereo not given) gave mIDH1 inhibitor -1%, USP1-UAF1 inh -1%, TrxR1 inh -5%, TRHR ag -0.4, TrxR1 substrate -11%, PI4K2A block -6 and TRHR enhancer -12.
Screening CN(C)S(=O)(=O)c1cccc(CSCc2cccc(S(=O)(=O)N(C)C)c2)c1 returned mIDH1 inhibitor -5%, USP1-UAF1 inh -19%, TrxR1 inh 23%, TRHR ag 1.6, TrxR1 substrate 4%, PI4K2A block -4, TRHR enhancer 1, D2 ag 1.0 and D2 antagonist 17.
Screening Cc1ccc(CNC(=O)C2CCC(=O)N(CCc3ccccc3)C2)s1 (stereo not given) returned mIDH1 inhibitor 6%, USP1-UAF1 inh -9%, TrxR1 inh 6%, TRHR ag -0.9, TrxR1 substrate 0%, PI4K2A block -7, TRHR enhancer 7, D2 ag 0.3 and D2 antagonist 5.
O=C(CSc1nnnn1C1CC1)Nc1cccc(S(=O)(=O)N2CCCC2)c1 was read as mIDH1 inhibitor 3%, USP1-UAF1 inh 0%, TrxR1 inh 13%, TRHR ag 0.2, TrxR1 substrate 0%, PI4K2A block -5, TRHR enhancer 1, D2 ag 0.0 and D2 antagonist 13.
CC(C)(C)c1ccc(OCC(=O)Nc2ccncc2)c(Br)c1 was read as mIDH1 inhibitor 2%, USP1-UAF1 inh -10%, TrxR1 inh 12%, TRHR ag 0.4, TrxR1 substrate -11%, PI4K2A block -3, TRHR enhancer -10, D2 ag -0.7 and D2 antagonist -5.
For Fc1ccc(-c2csc(N3CCC(c4ccccc4)C3)n2)cc1 (stereo not given) the results were mIDH1 inhibitor 0%, USP1-UAF1 inh -17%, TrxR1 inh 7%, TRHR ag 1.9, TrxR1 substrate 2%, PI4K2A block 5, TRHR enhancer -9, D2 ag 0.9 and D2 antagonist 5.
CC(=O)Nc1ccc(C2CC(c3ccc(Cl)cc3)=NN2c2ccccc2)cc1 (stereo not given) was read as mIDH1 inhibitor -1%, USP1-UAF1 inh -13%, TrxR1 inh -14%, TRHR ag 0.1, TrxR1 substrate 230%[activator], PI4K2A block 2, TRHR enhancer 7, D2 ag -1.0 and D2 antagonist -12.
Screening Cc1ccccc1-c1cccc([C@@H]2C[C@H]3[C@H](CON3C)CN2C)c1 returned mIDH1 inhibitor -2%[38.3 µM], USP1-UAF1 inh -18%, TrxR1 inh 12%, TrxR1 substrate 3% and PI4K2A block 3.
Screening COc1ccc(NC(=S)NN2CCN(C)CC2)cc1OC returned mIDH1 inhibitor -2%, USP1-UAF1 inh -7%, TrxR1 inh -21%, TRHR ag -0.1, TrxR1 substrate -10%, PI4K2A block -1, TRHR enhancer -1, D2 ag 1.3 and D2 antagonist 1.
Screening O=C(O)c1cc(NC(=O)c2ccccc2[N+](=O)[O-])ccc1O returned mIDH1 inhibitor 0%, USP1-UAF1 inh -8%, TrxR1 inh -3%, TRHR ag 0.7, TrxR1 substrate -2%, PI4K2A block 1, TRHR enhancer -9, D2 ag 0.4 and D2 antagonist -17.
For COCc1cccc(NC(=O)Cc2cccc3ccccc23)c1 the results were mIDH1 inhibitor 12%, USP1-UAF1 inh inconclusive, TrxR1 inh 41%[activator][57.1 µM], TRHR ag 0.0, TrxR1 substrate 17%[57.1 µM], PI4K2A block -7, TRHR enhancer -1, D2 ag -0.5 and D2 antagonist -9.
CCS(=O)(=O)c1ncc(Cl)c(C(=O)Nc2ccc(C)cc2)n1 was read as mIDH1 inhibitor -6%, USP1-UAF1 inh -27%, TrxR1 inh inconclusive, TRHR ag 0.8, TrxR1 substrate 8%, PI4K2A block 1, TRHR enhancer -7, D2 ag 0.3 and D2 antagonist -14.
CC12CC3OC3CC1CCC1C2CCC2(C)C1CCC21OCCO1 (stereo not given) was read as mIDH1 inhibitor 7%, USP1-UAF1 inh 6%, TrxR1 inh 2%, TrxR1 substrate -4% and PI4K2A block 2.
